Screening results: PubChem BioAssay, National Center for Advancing Translational Sciences (NCATS)
D3 ag: qHTS of D3 Dopamine Receptor Agonist: qHTS. AID 652048, 2013. D3R DiscoveRx beta-arrestin cells, luminescence, 90 min. 410,000 tested, 0.58% active. max activation, %; in the data active = max activation above about 30%; note: 0% is about no effect; mostly tested at two doses, the higher about 12 µM
Target sequence (P35462 whole entry, looked up): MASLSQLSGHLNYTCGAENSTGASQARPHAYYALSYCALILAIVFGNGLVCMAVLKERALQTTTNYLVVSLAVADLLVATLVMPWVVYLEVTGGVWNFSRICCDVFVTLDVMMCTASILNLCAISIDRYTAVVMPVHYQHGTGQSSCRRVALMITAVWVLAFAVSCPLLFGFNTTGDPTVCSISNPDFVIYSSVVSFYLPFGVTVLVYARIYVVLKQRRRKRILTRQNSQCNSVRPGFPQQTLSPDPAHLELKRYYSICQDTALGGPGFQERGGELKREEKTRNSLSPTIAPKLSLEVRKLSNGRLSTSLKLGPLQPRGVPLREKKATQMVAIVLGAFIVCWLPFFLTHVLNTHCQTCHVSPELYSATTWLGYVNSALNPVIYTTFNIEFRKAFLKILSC
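Cells at 1500/well, incubated overnight, then treated with pinned compounds (dopamine as control) for 90 min at 37 degrees C. DiscoveRx reagent added for 30 - 60 minutes at room temperature; luminescence read.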
IL-1B inflam inh: qHTS for Inhibitors of Inflammasome Signaling: IL-1-beta AlphaLISA Primary Screen; THP-1 LPS/ATP IL-1B secretion, AlphaLISA, 16 h; stronger effect = lower value; activity change, % at 57.5 µM; 360,000 tested, 4.7% active; AID 743279, 2014; in the data active = activity change below about -50%; inconclusive = mostly about -30% to -49%; note: % is set by controls: 0 for no effect and ±100 for the full control effect
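THP-1 cells pretreated 1 hr with compounds (up to 57.5 uM final), then stimulated with LPS (250 ng/mL final) plus ATP (1.25 mM final); secreted IL-1B measured by AlphaLISA after 16 hr, decreased signal indicating inhibition.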
GLP1R cytotox: qHTS of GLP-1 Receptor Inverse Agonists: Cytotox Screen. 410,000 tested, 0.13% active. Potency, µM (doses to about 38.3 µM), for the others: at the top dose activity change, negative = inhibition, most hits filed as inhibitors. HEK293 cAMP-luciferase reporter cells, luminescence, 24 h. AID 624418, 2012;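 note: loss of luciferase light is scored as toxicity; potency is the fitted concentration of half-maximal effect; % is set by controls: 0 for no effect and ±100 for the full control effect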
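Compound-treated cells are incubated 24 hr at 37 deg C under 5% CO2 after a 12 hour attachment period, then luciferase detection reagent is added and luminescence is measured following 12 min at room temperature; lowered signal indicates toxicity.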
KB-V1 MDR tox: qHTS assay for MDR1-selective chemotherapeutics: Primary screen using the drug-selected MDR subline cells KB-V1; KB-V1 MDR cells viability, CellTiter-Glo, 72 h; Potency, µM (series often up to 46.1 µM), for inactives: at the highest dose activity change, negative = cytotoxicity, usual class: cytotoxic; 400,000 tested, 3.4% active; AID 1347076, 2019; note: potency is the fitted concentration of half-maximal effect; % is set by controls: 0 for no effect and ±100 for the full control effect; nearly all actives have a fitted effect of over 60% in size
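qHTS viability screen in drug-selected KB-V1 MDR cells: 72 h compound treatment at 37 degrees C, ATP luminescence end point.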
MCF10A rerep: A quantitative high throughput screen for small molecules that induce DNA re-replication in MCF 10a normal breast cells | 350,000 tested, 2.9% active | MCF 10A DNA re-replication, Hoechst nuclear intensity, 48 h | AID 624296, 2012 | Potency, µM (highest dose often 46.1 µM), for inactives: at the highest dose activity, positive = re-replication, hits mostly activators; note: potency is the fitted concentration of half-maximal effect; % of control where 0% means no effect; nearly all actives have a fitted effect of over 50% in size
SW480 rerep: A quantitative high throughput screen for small molecules that induce DNA re-replication in SW480 colon adenocarcinoma cells; AID 624297, 2012; 340,000 tested, 1.8% active; Potency, µM (top dose mostly 46.1 µM), without a hit: at the top dose re-replication activation, usual class: activators; SW480 DNA re-replication, Hoechst DNA content imaging, 48 h; note: potency is the fitted concentration of half-maximal effect; % of control where 0% means no effect; nearly all actives have a fitted effect of over 55% in size
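SW480 cells exposed to compounds for 48 hr at 37 C, 5% CO2, then Hoechst-stained 40 min. Nuclear DNA content imaged by fluorescence scanning (405 nm excitation, 500-530 nm emission); re-replication scored as increased high-intensity nuclei.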
HT1080 IDH1KD tx: qHTS for induction of synthetic lethality in tumor cells producing 2HG: qHTS for the HT-1080-IDH1KD cell line. HT-1080 IDH1 knockdown viability, ATP luminescence, 48 h. Potency, µM (doses to about 46.1 µM), for inactives: at the highest dose activity, negative = toxicity, hits mostly cytotoxic. 360,000 tested, 2% active. AID 686971, 2013;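 note: potency is the fitted concentration of half-maximal effect; 0% = DMSO wells and -100% = cell-free medium wells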
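Assay cells: HT-1080 with IDH1 knockdown, 750 per well, RPMI/5% FBS. Exposure: 48 h at 37 °C following 2 h pre-incubation. Read: CellTiter-Glo luminescence; fitted concentration-response, curve class assigned.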
KB-3-1 tox: qHTS assay for MDR1-selective chemotherapeutics: Primary screen using the parental adenocarcinoma cell KB-3-1 | KB-3-1 viability, CellTiter-Glo ATP luminescence, 72 h | Potency, µM (top dose mostly 46.1 µM), inactives show at the top dose activity change, negative = cytotoxic, hits mostly cytotoxic | 400,000 tested, 1.4% active; note: potency is the fitted concentration of half-maximal effect; % is set by controls: 0 for no effect and ±100 for the full control effect; nearly all actives have a fitted effect of over 60% in size
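Parental KB-3-1 viability, qHTS format: 72 h compound exposure, 37 °C; CellTiter-Glo; media-only wells and DMSO plates as controls; concentration-effect fits on corrected data.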
HT1080-NT tox: qHTS for induction of synthetic lethality in tumor cells producing 2HG: qHTS for the HT-1080-NT fibrosarcoma cell line. HT-1080-NT fibrosarcoma viability, CellTiter-Glo ATP luminescence, 48 h. Potency, µM (doses to about 46.1 µM), inactives show at the top dose activity, negative = less viability, hits mostly cytotoxic. 360,000 tested, 1.6% active;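 note: NT is the 2HG producing partner of a matched IDH1 knockdown line; potency is the fitted concentration of half-maximal effect; 0% = DMSO-treated cells and -100% = media-only wells without cells; nearly all actives have a fitted effect of over 55% in size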
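Toxicity toward the 2HG-producing NT line was scored as %Activity, normalised to DMSO and no-cell wells, from CellTiter-Glo luminescence after 48 hours' treatment.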
The depositor's hits bear a star; [ ] = dose if it differs, or a comment. Unless noted, calls come from the whole dose curve; as a rule, active = well fitted curve in the direction sought with a large enough effect; inconclusive = small, poorly fitted or top-dose-only effect, or another doubt; inactive = no such curve, though single readings can be large; an effect the other way counts as inactive or inconclusive.

CC(=O)c1c(NCCc2ccccc2)nc(=S)n(-c2ccccc2)c1C was read as D3 ag -5, IL-1B inflam inh -101*, GLP1R cytotox 2%, KB-V1 MDR tox inconclusive, MCF10A rerep inconclusive, SW480 rerep 70%, HT1080 IDH1KD tx -12%, KB-3-1 tox 1% and HT1080-NT tox -15%.
O=C(c1cccc(Cl)c1)N1CCN(c2ncnc3c2cnn3-c2ccccc2)CC1 was read as D3 ag -4, IL-1B inflam inh 18, GLP1R cytotox -8%, KB-V1 MDR tox 1%, MCF10A rerep 0%, SW480 rerep -4%, HT1080 IDH1KD tx -1%, KB-3-1 tox -10% and HT1080-NT tox 13%.
Screening CS(=O)(=O)c1ccc(Cl)c(NC(=O)C2CCN(S(=O)(=O)c3cccs3)CC2)c1 returned D3 ag -1, IL-1B inflam inh 11, GLP1R cytotox 11%, KB-V1 MDR tox -5%, MCF10A rerep 3%, SW480 rerep -5%, HT1080 IDH1KD tx 8%, KB-3-1 tox -2% and HT1080-NT tox -10%.
For N/C(Cc1ccc(Cl)cc1)=N\OC(=O)C1CCCCC1 the results were D3 ag -5, IL-1B inflam inh 10, GLP1R cytotox 3%, KB-V1 MDR tox 12%, MCF10A rerep -1%, SW480 rerep 0%, HT1080 IDH1KD tx -3%, KB-3-1 tox 2% and HT1080-NT tox -1%.
For Cc1ccccc1Nc1ncnc2c1cnn2-c1ccccc1 the results were D3 ag -8, IL-1B inflam inh -62*, GLP1R cytotox 4%, KB-V1 MDR tox -17%, MCF10A rerep inconclusive, SW480 rerep 0%, HT1080 IDH1KD tx -13%, KB-3-1 tox -2% and HT1080-NT tox -10%.
Screening CCOc1ccc(N2C(=O)CNC2=S)cc1 returned D3 ag 4, IL-1B inflam inh 5, GLP1R cytotox -3%, KB-V1 MDR tox 3%, MCF10A rerep inconclusive, SW480 rerep -2%, HT1080 IDH1KD tx 6%, KB-3-1 tox 12% and HT1080-NT tox 5%.
For C=C(C)COc1ccc2c(CC)cc(=O)oc2c1C the results were D3 ag -7, IL-1B inflam inh 0, GLP1R cytotox 13%, KB-V1 MDR tox 21µM*, MCF10A rerep 12%, SW480 rerep -4%, HT1080 IDH1KD tx -8%, KB-3-1 tox inconclusive and HT1080-NT tox -1%.
CC(C)(C)C(=O)N1CCc2cc(-c3csc(N)n3)ccc21 was read as D3 ag 5, IL-1B inflam inh inconclusive, GLP1R cytotox -13%, KB-V1 MDR tox 0%, MCF10A rerep -1%, SW480 rerep 13%, HT1080 IDH1KD tx -23%, KB-3-1 tox inconclusive and HT1080-NT tox -7%.
Screening Cc1nc2ccccc2c(=O)n1/N=C/c1ccc(C(C)C)cc1 returned D3 ag 16, IL-1B inflam inh 45, GLP1R cytotox -2%, KB-V1 MDR tox -7%, MCF10A rerep inconclusive, SW480 rerep -4%, HT1080 IDH1KD tx 15%, KB-3-1 tox -1% and HT1080-NT tox inconclusive.
Screening O=[N+]([O-])/C=C/c1cn(Cc2ccccc2)c2ccccc12 returned D3 ag -1, IL-1B inflam inh -70*, GLP1R cytotox inconclusive, KB-V1 MDR tox inconclusive, MCF10A rerep inconclusive, SW480 rerep inconclusive, HT1080 IDH1KD tx inconclusive, KB-3-1 tox inconclusive and HT1080-NT tox inconclusive.
For CC1CCCC(NC(=O)CN2C(=O)NC(C)(c3ccccc3)C2=O)C1C (stereo unspecified) the results were D3 ag 4, IL-1B inflam inh -2, GLP1R cytotox 12%, KB-V1 MDR tox -9%, MCF10A rerep 0%, SW480 rerep -3%, HT1080 IDH1KD tx 5%, KB-3-1 tox 1% and HT1080-NT tox 12%.
CC(=O)c1ccc2ccccc2c1OC(=O)c1ccncc1 was read as D3 ag 3, IL-1B inflam inh 1, GLP1R cytotox 5%, KB-V1 MDR tox 6%, HT1080 IDH1KD tx -14%, KB-3-1 tox 9% and HT1080-NT tox -14%.
For O=C(CSCc1ccc(Cl)cc1)NCCSCc1ccco1 the results were D3 ag 1, IL-1B inflam inh -20, GLP1R cytotox 0%[7.66 µM], KB-V1 MDR tox -14%, MCF10A rerep -2%, SW480 rerep -3%, HT1080 IDH1KD tx 0%, KB-3-1 tox -1% and HT1080-NT tox -3%.
For CCOC(=O)N1CCC(NC(=O)CSCc2nc(-c3cccc(OC)c3)oc2C)CC1 the results were D3 ag 1, IL-1B inflam inh -26, GLP1R cytotox -9%, KB-V1 MDR tox inconclusive, MCF10A rerep 14%, SW480 rerep 0%, HT1080 IDH1KD tx -16%, KB-3-1 tox inconclusive and HT1080-NT tox -1%.
O=C(CSc1nc2c(c(=O)[nH]1)CN(Cc1ccc3c(c1)OCO3)CC2)Nc1ccc(F)c(F)c1 was read as D3 ag -14, GLP1R cytotox -4%, KB-V1 MDR tox 8% and KB-3-1 tox -16%.
`Cc1ccc(NC(=O)CSc2nccn2C)cc1F` gave D3 ag -6, IL-1B inflam inh -21, GLP1R cytotox 1%, KB-V1 MDR tox 0%, MCF10A rerep 0%, SW480 rerep 13%, HT1080 IDH1KD tx 19%, KB-3-1 tox 12% and HT1080-NT tox 29%.
Screening O=C(c1cccc(-c2ccco2)c1)N1CCCC(N2CCN(c3ccc(F)cc3)CC2)C1 (stereo unspecified) returned D3 ag -38, IL-1B inflam inh -19, GLP1R cytotox -3%, MCF10A rerep -4%, SW480 rerep 16%, HT1080 IDH1KD tx -12% and HT1080-NT tox 3%.
CCc1cnc2c(c1SCc1ccccc1C)c(=O)n(C)c(=O)n2C was read as D3 ag 4, GLP1R cytotox 4%, KB-V1 MDR tox 3% and KB-3-1 tox 1%.
Cc1cc2c(cc1C)CSC(c1ccccc1O)SC2 was read as D3 ag 16, IL-1B inflam inh -15, GLP1R cytotox -17%, KB-V1 MDR tox 18µM*, MCF10A rerep inconclusive, SW480 rerep inconclusive, HT1080 IDH1KD tx inconclusive, KB-3-1 tox inconclusive and HT1080-NT tox inconclusive.
CCN(CCn1cccn1)C(=O)c1cc(COc2cccc3cccnc23)on1 was read as D3 ag 17, IL-1B inflam inh -13, GLP1R cytotox -1%, KB-V1 MDR tox 34%, MCF10A rerep 0%, SW480 rerep inconclusive, HT1080 IDH1KD tx 16%, KB-3-1 tox 3% and HT1080-NT tox 11%.
`CC(C)(C)OC(=O)C[C@@H]1C/C=C\C[C@@H](CC(=O)NCCO)C(=O)NCCOC1=O` gave D3 ag -3, IL-1B inflam inh 60, GLP1R cytotox 7%, KB-V1 MDR tox -5%, MCF10A rerep 0%, SW480 rerep -13%, HT1080 IDH1KD tx 13%, KB-3-1 tox -12% and HT1080-NT tox 14%.
Screening COC(=O)c1nnc(-c2ccccc2)c(-c2ccccc2)n1 returned D3 ag 3, IL-1B inflam inh 7, GLP1R cytotox -15%, KB-V1 MDR tox 5%, MCF10A rerep 0%, SW480 rerep 1%, HT1080 IDH1KD tx 3%, KB-3-1 tox 24% and HT1080-NT tox 16%.
Screening Cc1ccc(C(C(=O)NC(C)(C)C)N(Cc2cccs2)C(=O)c2ccc3c(c2)OCCO3)cc1 (stereo unspecified) returned D3 ag 3, IL-1B inflam inh 0, GLP1R cytotox -29%, KB-V1 MDR tox inconclusive, MCF10A rerep 13%, SW480 rerep inconclusive, HT1080 IDH1KD tx inconclusive, KB-3-1 tox 15% and HT1080-NT tox -20%.
Screening O=S(=O)(Nc1ccc2c(c1)nc1n2CCN(Cc2ccccc2)C1)c1ccc(Cl)cc1 returned D3 ag -4, IL-1B inflam inh -55*, GLP1R cytotox 10%, KB-V1 MDR tox -5%, MCF10A rerep inconclusive, SW480 rerep inconclusive, HT1080 IDH1KD tx -27%, KB-3-1 tox inconclusive and HT1080-NT tox -24%.
`Cc1cc(C(=O)Nc2ccccc2Cc2ccccc2)no1` gave D3 ag 0, IL-1B inflam inh -8, GLP1R cytotox 9%, KB-V1 MDR tox 11%, MCF10A rerep 5%, SW480 rerep -4%, HT1080 IDH1KD tx 2%, KB-3-1 tox 18% and HT1080-NT tox -4%.
COc1cccc2cc(C(=O)N3CCN(C45CC6CC(CC(C6)C4)C5)CC3)c(=O)oc12 was read as D3 ag 2, IL-1B inflam inh 5, GLP1R cytotox 0%, KB-V1 MDR tox -1%, MCF10A rerep 6%, SW480 rerep 7%, HT1080 IDH1KD tx 11%, KB-3-1 tox 2% and HT1080-NT tox 16%.
For CCOc1ccc(CCNC(=O)CCCn2nc(C)c3c(C)n(-c4ccccc4)nc3c2=O)cc1 the results were D3 ag -3, IL-1B inflam inh -10, GLP1R cytotox -15%, KB-V1 MDR tox -10%, MCF10A rerep 0%, SW480 rerep 2%, HT1080 IDH1KD tx -16%, KB-3-1 tox inconclusive and HT1080-NT tox 1%.
`Cc1nn(C)c2c1c(-c1ccccc1)cc(=O)n2Cc1ccc(Cl)cc1` gave D3 ag 11, GLP1R cytotox 5%, KB-V1 MDR tox 6% and KB-3-1 tox -17%.
CC(C)n1nnnc1-c1cc(Cl)cc(Cl)c1 was read as D3 ag 5, IL-1B inflam inh -4, GLP1R cytotox -14%, KB-V1 MDR tox 10%, MCF10A rerep 3%, SW480 rerep -16%, HT1080 IDH1KD tx 0%, KB-3-1 tox -18% and HT1080-NT tox 9%.
